mcGAS MS inh – inhibitors of Mus musculus cyclic GMP-AMP synthase, initial high-throughput assay, cell-free, RapidFire MS. recombinant mouse cGAS, cGAMP by RapidFire MS. 130,000 compounds, 0.18% hits. AID 1259397, 2018. inhibition, % at 12.5 µM. Q8C6L5;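 active = inhibition of cGAS enzyme activity at or above 60%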;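 note: enzyme stimulated by 45 bp dsDNA with ATP and GTP substrates; cGAMP share of summed cGAMP plus half ATP and half GTP signals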
Target sequence (Q8C6L5 whole entry, looked up): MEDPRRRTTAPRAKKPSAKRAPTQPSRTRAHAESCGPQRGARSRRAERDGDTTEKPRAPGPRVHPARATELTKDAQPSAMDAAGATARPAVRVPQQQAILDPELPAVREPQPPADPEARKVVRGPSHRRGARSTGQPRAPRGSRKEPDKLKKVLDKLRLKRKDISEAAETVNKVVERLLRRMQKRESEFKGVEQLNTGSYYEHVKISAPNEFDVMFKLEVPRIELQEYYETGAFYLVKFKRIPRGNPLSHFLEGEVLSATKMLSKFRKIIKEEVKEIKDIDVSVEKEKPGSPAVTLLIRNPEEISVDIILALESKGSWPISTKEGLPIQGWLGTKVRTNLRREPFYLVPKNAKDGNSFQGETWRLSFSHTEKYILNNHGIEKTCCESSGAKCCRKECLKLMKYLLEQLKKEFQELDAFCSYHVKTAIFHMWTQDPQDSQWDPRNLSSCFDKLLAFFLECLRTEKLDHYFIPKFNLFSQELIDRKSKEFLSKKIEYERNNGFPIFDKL
* marks the source's active call; other numbers are inactive results; & = joins results of further samples. Some of the compounds tested, so the mix of outcomes need not match the whole.

How did CCN(Cc1nccn1C)C(=O)c1ccc(N2CCC(COC)C2)nc1 (centres undefined) do in these assays?
mcGAS MS inh: -4

Results for CN(Cc1ccc(S(C)=O)cc1)c1ccc(Br)cn1 (centres undefined) ?
mcGAS MS inh: -4

What do the screens show for `Cc1nc2ncc3c(=O)n(-n4c(C)nnc4C)ccc3n2n1`?
mcGAS MS inh: -2

Results for CC(=O)SCCC(=O)N1[C@@H](C)CCC[C@H]1C(=O)O ?
mcGAS MS inh: -13

What do the screens show for `CN(Cc1ccsc1)C(=O)c1cc(COc2ccc3c(c2)CCCC3)on1`?
mcGAS MS inh: -5&-4

How did O=C(NC1(C(=O)NCC2CC2)CCCC1)c1ccn[nH]1 do in these assays?
mcGAS MS inh: -3

Results for CCCCSc1nc2[nH]ncc2c(=O)[nH]1 ?
mcGAS MS inh: 1

How did Cc1cc(C)c(S(=O)(=O)N(CC(=O)N2CCC(C)CC2)Cc2ccccc2)c(C)c1 do in these assays?
mcGAS MS inh: -6

How did CCN(CC(=O)N1CCC(O)CC1)c1ccccc1 do in these assays?
mcGAS MS inh: 2

Results for O=C(CN1CCC(C(=O)N2CCCCCC2)CC1)Nc1cccc(Cl)c1Cl ?
mcGAS MS inh: 6

Results for COc1ccccc1C(=O)NCCC(=O)N1CC(C)CC(C)C1 (centres undefined) ?
mcGAS MS inh: -7

What do the screens show for `COc1ccc2nc(CN3CCN(C(=O)C4(c5cccs5)CCCC4)CC3)[nH]c2c1`?
mcGAS MS inh: 0

What do the screens show for `FC(F)(F)c1cccc(Oc2ncccc2CNc2ncccc2Cl)c1`?
mcGAS MS inh: -15

What do the screens show for `O=C1OCCN1c1cccc(NS(=O)(=O)c2ccc(OC(F)(F)F)cc2)c1`?
mcGAS MS inh: -1

Results for Cc1ncc([N+](=O)[O-])n1CCC(C)C ?
mcGAS MS inh: -17

What do the screens show for `O=C(c1cc(=O)[nH]c(=O)[nH]1)N1CCCC(N2CCc3ccccc3C2)C1` (centres undefined)?
mcGAS MS inh: -61

Results for Cn1cccc1C(CNC(=O)C(=O)Nc1cc2c3c(c1)CCN3C(=O)CC2)N1CCCC1 (centres undefined) ?
mcGAS MS inh: -3

What do the screens show for `CNS(=O)(=O)c1ccc(CN(Cc2ccccn2)CC(C)C)cc1`?
mcGAS MS inh: -11

What do the screens show for `O=C(CN1CCCC1c1ccc[nH]1)N(CC(F)(F)F)c1ccc(Cl)cc1` (centres undefined)?
mcGAS MS inh: -9

Results for Cc1nc2n(n1)C(=O)C(C(c1ccc([N+](=O)[O-])cc1)N1CCC(C)CC1)S2 (centres undefined) ?
mcGAS MS inh: -8

How did CCOCCn1c(=O)c2c(nc3n(CC)c(C)c(C)n23)n(C)c1=O do in these assays?
mcGAS MS inh: -8

What do the screens show for `C=C(C)CN1CCN(c2nc3c(c(=O)[nH]c(=O)n3C)n2Cc2ccc(Cl)c(Cl)c2)CC1`?
mcGAS MS inh: -7

How did CC1CC(Sc2ccccc2O)C(=O)O1 (centres undefined) do in these assays?
mcGAS MS inh: -4

What do the screens show for `CC1c2cccn2CCN1C(=O)C1CC(=O)N(c2ccccc2Br)C1` (centres undefined)?
mcGAS MS inh: 2

How did CCCN1CCN(c2nc3c(c(=O)[nH]c(=O)n3C)n2Cc2ccc(Cl)cc2)CC1 do in these assays?
mcGAS MS inh: -5

How did Cc1cccc2c1OC(=O)c1cccc(C)c1OC2=O do in these assays?
mcGAS MS inh: -8

What do the screens show for `O=C(CCn1cnc2ccccc21)NN=Cc1c(O)ccc2ccccc12`?
mcGAS MS inh: -8

Results for O=C(CN1C(=O)NC2(CCCc3sccc32)C1=O)Nc1ccccc1 (centres undefined) ?
mcGAS MS inh: -2

Results for CC(C)N(C1CCC1)S(=O)(=O)c1cccc(-c2nnnn2C)c1 ?
mcGAS MS inh: 10

Results for CCCCn1c(CN(C)Cc2[nH]c3ccccc3c2C)cnc1S(=O)(=O)CC ?
mcGAS MS inh: -7

Results for C=CCn1c(=O)c2c(nc3oc(-c4ccccc4)cn32)n(C)c1=O ?
mcGAS MS inh: 3

How did COC(=O)c1ccc(OC)cc1OCC(=O)NC1CCCCC1C (centres undefined) do in these assays?
mcGAS MS inh: -2

How did O=C(O)c1ccccc1CN1CCCCC1CCc1ccc(O)cc1 (centres undefined) do in these assays?
mcGAS MS inh: -9

Results for O=c1[nH]c(O)c(CCc2n[nH]c(Cc3ccccc3)n2)[nH]1 ?
mcGAS MS inh: -1&25

How did O=C(NCc1cccc(F)c1)C(C1CCCC1)N1CCN(C(=O)c2cccs2)CC1 (centres undefined) do in these assays?
mcGAS MS inh: -5

How did CC(C(=O)Nc1cccc(Br)c1)S(=O)(=O)CC1CCCO1 (centres undefined) do in these assays?
mcGAS MS inh: -8

Results for CC(C)Cc1cc(CN2CCCC(Nc3ccc4c(c3)OCCO4)C2)[nH]n1 (centres undefined) ?
mcGAS MS inh: -8

How did Cc1nc2ccccc2nc1CN1CCCC(CO)(CCc2ccccc2)C1 (centres undefined) do in these assays?
mcGAS MS inh: -6

What do the screens show for `CNCc1cc(-c2ccnc3[nH]ccc23)ccc1OC`?
mcGAS MS inh: -7

Results for O=c1cc(CSc2nnc3ccccn23)c2ccc(O)cc2o1 ?
mcGAS MS inh: -13

Results for CC(C(=O)NCc1ccccc1F)n1c(-c2cccs2)n[nH]c1=S (centres undefined) ?
mcGAS MS inh: -14

How did CCCC(=O)NNC(=O)c1cccc(S(=O)(=O)N2CCCC2)c1 do in these assays?
mcGAS MS inh: -15

How did O=C(Nc1ccccc1)C(=O)N1CCCC(CCc2c(F)cccc2F)C1 (centres undefined) do in these assays?
mcGAS MS inh: 8

What do the screens show for `CC1(NC(=O)CN(CC(=O)NC2(C)CCS(=O)(=O)C2)C2CC2)CCS(=O)(=O)C1` (centres undefined)?
mcGAS MS inh: 1

What do the screens show for `O=C(CN1C=Nc2ccccc2S1(=O)=O)NCC1(c2ccccc2)CCC1`?
mcGAS MS inh: -4

What do the screens show for `N#Cc1c(=O)c2c(=O)oc3ccccc3c2n2nc3n(c12)CCCCC3`?
mcGAS MS inh: -5

Results for Cn1ccnc1C(NC(=O)Cc1ccc2ccccc2c1)c1ccc(F)cc1 (centres undefined) ?
mcGAS MS inh: -8

What do the screens show for `COCCOCC(=O)N(c1ccccc1C)C(C)C`?
mcGAS MS inh: -1

What do the screens show for `CC1CN(C(=O)c2cc(C(C)C)cc(C(C)C)c2O)CCO1` (centres undefined)?
mcGAS MS inh: 2

Results for Cc1cc(C=O)c(C)n1-c1ccc(OCc2ccccc2)cc1 ?
mcGAS MS inh: -16

Results for O=C(COCc1nc2ccc(F)cc2[nH]1)N1CCn2cncc2C1 ?
mcGAS MS inh: -16

How did CCOc1ccc(-c2ccnc(-c3csc(C)n3)n2)cc1C(=O)O do in these assays?
mcGAS MS inh: -4

Results for CC(CN(C)c1nc(C2CCCC2)nc2c1CNC2)N1CCOCC1 (centres undefined) ?
mcGAS MS inh: -13

What do the screens show for `Cc1ccc(C(=O)NCC(NC(=O)c2ccc(C)nc2)C(C)C)cn1` (centres undefined)?
mcGAS MS inh: 3

What do the screens show for `CCCCn1c(CN2CCN(c3ccc(F)cc3)CC2)nc2c1c(=O)n(C)c(=O)n2C`?
mcGAS MS inh: -2

Results for CC(=O)c1ccc(S(=O)(=O)N2CCCCC2C)cc1 (centres undefined) ?
mcGAS MS inh: 0

Results for CC(=O)Cn1c(=O)c2c(nc3n(-c4ccc(C)cc4C)c(C)cn23)n(C)c1=O ?
mcGAS MS inh: -2

How did CCOC(=O)C1=NNC(c2ccccc2)(c2ccccc2)C1C(=O)OCC (centres undefined) do in these assays?
mcGAS MS inh: -1

What do the screens show for `COc1ccc(C(C)NC(=O)c2ccc(NC(C)=O)c(C)c2)cc1F` (centres undefined)?
mcGAS MS inh: -11

How did c1ccc(-n2nnnc2N2CCCC(c3nc4ccccc4s3)C2)cc1 (centres undefined) do in these assays?
mcGAS MS inh: -6

Already shown: 13 of the compounds above.
What do the screens show for `COCCOCC(=O)N(c1ccccc1C)C(C)C`?
mcGAS MS inh: -1

What do the screens show for `CC1CN(C(=O)c2cc(C(C)C)cc(C(C)C)c2O)CCO1` (centres undefined)?
mcGAS MS inh: 2

Results for Cc1cc(C=O)c(C)n1-c1ccc(OCc2ccccc2)cc1 ?
mcGAS MS inh: -16

Results for O=C(COCc1nc2ccc(F)cc2[nH]1)N1CCn2cncc2C1 ?
mcGAS MS inh: -16

How did CCOc1ccc(-c2ccnc(-c3csc(C)n3)n2)cc1C(=O)O do in these assays?
mcGAS MS inh: -4

Results for CC(CN(C)c1nc(C2CCCC2)nc2c1CNC2)N1CCOCC1 (centres undefined) ?
mcGAS MS inh: -13

What do the screens show for `Cc1ccc(C(=O)NCC(NC(=O)c2ccc(C)nc2)C(C)C)cn1` (centres undefined)?
mcGAS MS inh: 3

What do the screens show for `CCCCn1c(CN2CCN(c3ccc(F)cc3)CC2)nc2c1c(=O)n(C)c(=O)n2C`?
mcGAS MS inh: -2

Results for CC(=O)c1ccc(S(=O)(=O)N2CCCCC2C)cc1 (centres undefined) ?
mcGAS MS inh: 0

Results for CC(=O)Cn1c(=O)c2c(nc3n(-c4ccc(C)cc4C)c(C)cn23)n(C)c1=O ?
mcGAS MS inh: -2

How did CCOC(=O)C1=NNC(c2ccccc2)(c2ccccc2)C1C(=O)OCC (centres undefined) do in these assays?
mcGAS MS inh: -1

What do the screens show for `COc1ccc(C(C)NC(=O)c2ccc(NC(C)=O)c(C)c2)cc1F` (centres undefined)?
mcGAS MS inh: -11

How did c1ccc(-n2nnnc2N2CCCC(c3nc4ccccc4s3)C2)cc1 (centres undefined) do in these assays?
mcGAS MS inh: -6

Remaining list, next part:
Results for CN1C(=O)C(Cc2ccccc2)ON=C1C1CCCC1 (centres undefined) ?
mcGAS MS inh: -6

How did NC(=O)c1csc(N2CCOC(c3ccc(F)cc3)C2)n1 (centres undefined) do in these assays?
mcGAS MS inh: -11

How did C=CCS(=O)(=O)N1CCCC(c2nn(C)c(=O)n2-c2ccccc2)C1 (centres undefined) do in these assays?
mcGAS MS inh: -23

What do the screens show for `C=CCn1c(SC(C(C)=O)=C(C)O)nc2sc3c(c2c1=O)CCCC3`?
mcGAS MS inh: -7

What do the screens show for `CCC(=O)Nc1ccc(C)c(NC(=O)c2cccs2)c1`?
mcGAS MS inh: -12

What do the screens show for `CN(C)S(=O)(=O)c1ccc(Br)cc1`?
mcGAS MS inh: -3

Results for CC(Sc1nnc(-c2ccccc2)n1C)c1nnc(-c2ccccc2)o1 (centres undefined) ?
mcGAS MS inh: -6

What do the screens show for `O=C1C(=O)N(C2CCCC2)C(=O)N1CN1CCCC1c1cccs1` (centres undefined)?
mcGAS MS inh: -3

Results for CN1CCN([C@H]2CN(C(=O)CCCc3ccccc3)C[C@@H]2O)CC1 ?
mcGAS MS inh: -19

What do the screens show for `C=C(N=C(O)C(=C)N=C(O)c1csc(C2=N[C@@H]3c4csc(n4)C4N=C(O)c5csc(n5)C(C(C)(O)C(C)O)N=C(O)C5CSC(=N5)/C(=C\C)N=C(O)C(C(C)O)N=C(O)c5csc(n5)[C@@]3(CC2)N=C(O)C(C)N=C(O)C(=C)N=C(O)C(C)N=C(O)C(C(C)CC)NC2C=Cc3c(C(C)O)cc(nc3C2O)C(=O)OC4C)n1)C(=N)O` (some centres undefined)?
mcGAS MS inh: -4

Results for COc1ccc2c(c1)CC(C(=O)N(C)Cc1ccco1)CO2 (centres undefined) ?
mcGAS MS inh: -11

What do the screens show for `O=S(=O)(c1ccc2[nH]c(=S)[nH]c2c1)N1CCOCC1`?
mcGAS MS inh: -4

Results for CSc1nnc(CN2CCSC(C)C2c2ccccc2)s1 (centres undefined) ?
mcGAS MS inh: -17

How did CN1CCN(Cc2cccnc2N)CC1C(=O)O (centres undefined) do in these assays?
mcGAS MS inh: -5

What do the screens show for `CCCn1c(C2CC(=O)N(c3ccccc3F)C2)nc2ccccc21` (centres undefined)?
mcGAS MS inh: -3

How did Nc1cc(-c2ncccc2C(=O)N2C[C@H]3CC[C@@H]2C3)c2cc[nH]c2n1 do in these assays?
mcGAS MS inh: -6

Results for O=C(Cc1ccccn1)NCC1CC(=O)N(C2CC2)C1 (centres undefined) ?
mcGAS MS inh: -26

How did O=C(c1ccccc1)c1c(Cl)cccc1Cl do in these assays?
mcGAS MS inh: -27

What do the screens show for `O=C(CCc1ccccn1)NCc1ccc(Br)c(F)c1`?
mcGAS MS inh: -8

Results for Cc1ccccc1N1CCN(c2ccc(S(N)(=O)=O)cn2)CC1 ?
mcGAS MS inh: -14

How did COc1ccc(CN2C[C@H](O)[C@@H](N3CCN(c4ccccn4)CC3)C2)cc1C do in these assays?
mcGAS MS inh: 1

What do the screens show for `CNS(=O)(=O)c1cccc(C(=O)OCc2cc(C)c(C(=O)OC)o2)c1`?
mcGAS MS inh: -10

Results for COc1cc(C2CC(=O)c3cnn(-c4nc(C)cc(C)n4)c3C2)cc(OC)c1OC (centres undefined) ?
mcGAS MS inh: -14

What do the screens show for `CC(=O)N(CC1=CCCN(Cc2c[nH]c(=O)[nH]c2=O)C1)C(C)C`?
mcGAS MS inh: -24

Results for O=C(NCCCn1nc(-c2ccncc2)ccc1=O)c1ccc(F)c(F)c1 ?
mcGAS MS inh: -6

Results for N#Cc1cccc(OCCN2CCNC(=O)CC2c2ccccc2)c1 (centres undefined) ?
mcGAS MS inh: 3

How did Cc1ccccc1Cn1cc(NS(=O)(=O)c2cn(C)nc2C)cn1 do in these assays?
mcGAS MS inh: 8

Results for CCc1nnc2n1Nc1nc3ccccc3nc1S2 ?
mcGAS MS inh: 10

How did CN(C)NC(=O)C(F)(F)C(F)(F)C(F)(F)F do in these assays?
mcGAS MS inh: 2

What do the screens show for `COCCOC(=O)N1CCC(c2nn(C)c(=O)n2-c2ccccc2)CC1`?
mcGAS MS inh: -30

What do the screens show for `Cc1occc1-c1nnc(SCC(=O)c2c(N)n(C3CC3)c(=O)[nH]c2=O)n1C`?
mcGAS MS inh: -6
